FEN1 inhibitor: blocks human flap endonuclease 1; Potency, µM (highest dose often 114 µM), for inactives: top-dose activity change, negative = inhibition, hits mostly inhibitors; P39748; Recombinant FEN1 flap cleavage, fluorescence, 15 min; 0.35% of 390,000 active; note: nearly all actives have a fitted effect of over 65% in size
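Potency values derive from four-parameter Hill fits of normalized qHTS data. The reaction used 10 nM FEN1 preincubated 15 min at room temperature with compound, then 50 nM DNA substrate, read at 0 and 15 min.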
KAT2A inh: inhibitors of human GCN5L2 histone acetyltransferase; Q92830; GCN5L2 HAT assay, ThioGlo1 CoA-SH fluorescence; Potency, µM (highest dose often 58.9 µM), without a hit: top-dose activity change, negative = inhibition, hits mostly inhibitors; 0.21% of 390,000 active; AID 504327
Target sequence (Q92830 whole entry, looked up): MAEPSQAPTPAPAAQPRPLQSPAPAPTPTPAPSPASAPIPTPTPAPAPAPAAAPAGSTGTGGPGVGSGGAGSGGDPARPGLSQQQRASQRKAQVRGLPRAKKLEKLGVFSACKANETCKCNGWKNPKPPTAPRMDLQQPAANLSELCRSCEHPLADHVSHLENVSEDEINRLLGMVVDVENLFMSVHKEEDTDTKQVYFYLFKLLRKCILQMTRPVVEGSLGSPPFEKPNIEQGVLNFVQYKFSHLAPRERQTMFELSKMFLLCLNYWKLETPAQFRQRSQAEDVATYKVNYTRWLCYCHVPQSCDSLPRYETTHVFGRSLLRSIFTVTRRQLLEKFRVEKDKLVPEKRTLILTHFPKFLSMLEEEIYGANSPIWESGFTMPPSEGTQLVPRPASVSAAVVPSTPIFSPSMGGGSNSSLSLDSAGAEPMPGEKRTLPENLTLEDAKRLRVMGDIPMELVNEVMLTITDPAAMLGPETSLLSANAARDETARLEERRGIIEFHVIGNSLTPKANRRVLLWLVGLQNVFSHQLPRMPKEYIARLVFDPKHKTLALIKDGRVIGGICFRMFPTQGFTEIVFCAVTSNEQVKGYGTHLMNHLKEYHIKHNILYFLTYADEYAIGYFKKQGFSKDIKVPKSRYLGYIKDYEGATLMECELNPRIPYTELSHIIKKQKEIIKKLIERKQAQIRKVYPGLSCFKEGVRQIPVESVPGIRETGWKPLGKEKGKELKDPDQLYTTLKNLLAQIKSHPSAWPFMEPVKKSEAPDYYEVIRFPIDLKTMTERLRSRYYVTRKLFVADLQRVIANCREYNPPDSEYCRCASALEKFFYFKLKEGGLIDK
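Titration-based screen in which CoA formation is detected via maleimide probe ThioGlo1 (50uM) turning fluorescent on thiol reaction; substrates H3(1-25) 75uM and acetyl-CoA 70uM, GCN5L2 20nM, 20 min incubation at room temperature.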
TDP1 cell CPT: growth inhibition of DT40 Tdp1-/-;hTDP1 cells with camptothecin (screen for TDP1 inhibitors); chicken DT40 Tdp1-/-;hTDP1 cells + 20 nM CPT, ATP luminescence, 48 h; Potency, µM (doses to about 46.2 µM), without a hit: top-dose activity change, negative = growth inhibition, actives largely listed as inhibitors; 12% of 420,000 active; note: nearly all actives have a fitted effect of over 55% in size
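Chicken DT40 Tdp1-/- cells stably complemented with human TDP1 were seeded at 400 cells/well in medium containing 20 nM camptothecin, exposed to pin-transferred compounds, and grown at 37 °C for at least 48 hr. Viability was read as ATP luminescence.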
Numbers without * were called inactive; ? = inconclusive; · = no result given; & = joins results of further samples; [ ] = another dose, or the depositor's remark. Calls come from the whole dose curve; as a rule, active = well fitted curve in the direction sought with a large enough effect; inconclusive = small, poorly fitted or top-dose-only effect, or another doubt; inactive = no such curve, though single readings can be large; an effect the other way counts as inactive or inconclusive. % is set by controls: 0 for no effect and ±100 for the full control effect; potency is the fitted concentration of half-maximal effect. An excerpt (hit frequency here may not be typical).

SMILES	FEN1 inhibitor	KAT2A inh	TDP1 cell CPT
CN1C(=O)NC(c2cccc(O)c2)C(C(=O)c2cccs2)C1(O)C(F)(F)F (centres undefined)	10%	-4%	?
CC1(C)C(=O)[C@@H]2OC2[C@@]2(C)C1CC(O)[C@]1(C)C2CC[C@@]2(C)C(c3ccoc3)OC(=O)C3OC312 (some centres undefined)	·	-12%	-26%
COc1ccc(NC(=O)N2C[C@@H]3C[C@@H](C2)c2cccc(=O)n2C3)c(OC)c1	2%	-12%	5%
CCOP(=S)(OCC)SCOC(=O)NCC(=O)OC	6%	1%	-7%
CCC(=NCc1cccnc1)c1c(O)n(C2CCCCC2)c(=O)[nH]c1=O	4%	-9%	?
N#CC12CNCC1CN=N2 (centres undefined)	-4%	11%	-1%
COc1ccc(Cc2c(O)[nH]c(=O)[nH]c2=O)c(OC)c1	-1%	-11%	3%
Cc1ccc2occ(CN3CC4CC(C3)c3cccc(=O)n3C4)c(=O)c2c1 (centres undefined)	4%	-1%	-11%
CS(=O)(=O)N1CCC2(CCCN(Cc3ccncc3)C2)CC1	·	8%	0%
Cc1ccccc1CN1Cc2cnnn2-c2ccccc2C1C#N (centres undefined)	-2%	·	2.6µM*
CC(C)C[C@H](NC(=O)[C@H](Cc1ccccc1)NC(=O)CNC(=O)[C@@H](NC(=O)[C@@H](N)Cc1ccc(O)cc1)[C@H](C)O)C(=O)N[C@H](C(=O)O)[C@H](C)O	·	-11%	-25%[4.12 µM]
COC(=O)C1C2CC[C@@H](CC1OC(=O)c1ccccc1)N2 (some centres undefined)	1%	0%	-2%
CC(CCc1ccccc1)NCCC#N (centres undefined)	-5%	0%	5%
Cc1ccc2c(c1)C1CN(C)CCC1N2S(=O)(=O)c1ccccc1 (centres undefined)	-2%	-1%	-20%
CN1CCN(C(=O)COc2ccc(Oc3ccccc3)cc2)CC1	1%	0%	1%

Ordered by molecular weight (high to low): some entries from above
SMILES	FEN1 inhibitor	KAT2A inh	TDP1 cell CPT
CC(C)C[C@H](NC(=O)[C@H](Cc1ccccc1)NC(=O)CNC(=O)[C@@H](NC(=O)[C@@H](N)Cc1ccc(O)cc1)[C@H](C)O)C(=O)N[C@H](C(=O)O)[C@H](C)O	·	-11%	-25%[4.12 µM]
CC1(C)C(=O)[C@@H]2OC2[C@@]2(C)C1CC(O)[C@]1(C)C2CC[C@@]2(C)C(c3ccoc3)OC(=O)C3OC312 (some centres undefined)	·	-12%	-26%
CN1C(=O)NC(c2cccc(O)c2)C(C(=O)c2cccs2)C1(O)C(F)(F)F (centres undefined)	10%	-4%	?
COc1ccc(NC(=O)N2C[C@@H]3C[C@@H](C2)c2cccc(=O)n2C3)c(OC)c1	2%	-12%	5%
Cc1ccc2occ(CN3CC4CC(C3)c3cccc(=O)n3C4)c(=O)c2c1 (centres undefined)	4%	-1%	-11%
CCC(=NCc1cccnc1)c1c(O)n(C2CCCCC2)c(=O)[nH]c1=O	4%	-9%	?
Cc1ccc2c(c1)C1CN(C)CCC1N2S(=O)(=O)c1ccccc1 (centres undefined)	-2%	-1%	-20%
CCOP(=S)(OCC)SCOC(=O)NCC(=O)OC	6%	1%	-7%
CN1CCN(C(=O)COc2ccc(Oc3ccccc3)cc2)CC1	1%	0%	1%
CS(=O)(=O)N1CCC2(CCCN(Cc3ccncc3)C2)CC1	·	8%	0%
Cc1ccccc1CN1Cc2cnnn2-c2ccccc2C1C#N (centres undefined)	-2%	·	2.6µM*
COC(=O)C1C2CC[C@@H](CC1OC(=O)c1ccccc1)N2 (some centres undefined)	1%	0%	-2%
COc1ccc(Cc2c(O)[nH]c(=O)[nH]c2=O)c(OC)c1	-1%	-11%	3%
CC(CCc1ccccc1)NCCC#N (centres undefined)	-5%	0%	5%
N#CC12CNCC1CN=N2 (centres undefined)	-4%	11%	-1%

(cont.)
SMILES	FEN1 inhibitor	KAT2A inh	TDP1 cell CPT
Cc1ccc(C(=O)Nc2nc3ccccc3n2CCN2CCCC2)cc1	-2%	-7%	15µM*
Cc1c(C)c2ccc(OCC(=O)N3CCN(Cc4ccccc4)CC3)cc2oc1=O	-6%	-11%	-2%
CCCN1C2CCCC1CC(NC(C)=O)C2 (centres undefined)	8%	-26%	7%
CC(NS(=O)(=O)OCC(Cl)(Cl)Cl)c1ccccc1 (centres undefined)	-13%	-2%	6%
O=C(CN1CCCCC1)c1ccc(OC(F)F)cc1	0%	19%	1%
Cn1nc(N)c2c1N=P(N1CCOCC1)(N1CCOCC1)N=C2c1ccccc1	2%	-2%	9%
Cc1[nH]c2ccc(OC(=O)N3CCOCC3)cc2c1C(=O)OC(C)C	7%	-2%	?
COC(=O)C1=C(c2ccc(OC)c(OC)c2)C[C@@H]2CC[C@H]1N2C(=O)N1CCCCC1	13%	1%	8.2µM*
O=C(COc1ccc(Cl)cc1)N1CCN(Cc2ccc([N+](=O)[O-])cc2)CC1	11%	-8%	?
CNC(=O)Oc1ccc(-c2cn3cc(C)ccc3n2)cc1	-9%	-1%	?
O=C1NCN(c2ccccc2)C12CCN(CC1COc3ccccc3O1)CC2 (centres undefined)	·	-3%	-3%&1%
CCCC(=O)Nc1ccc(N2CCN(CC)CC2)c(Cl)c1	5%	135%[activator]	3%
CCC1(c2ccccc2)C(=O)NC(=S)NC1=O	9%	·	7%
O=[N+]([O-])c1ccc(NCc2ccccc2)c2nonc12	-15%	-9%	-28%
COCCN1C(=O)/C(=C/c2c(OC)cc(OC)cc2OC)C(=O)N(c2ccccc2)C1=O	2%	-27%	-13%
O=C1NC(=O)N(CCc2ccc(F)cc2)C(=O)/C1=C\C=C\c1ccccc1	0%	-1%	2.3µM*
COc1ccc(-c2cc(=NCCC(=O)O)c3cc(C)ccc3o2)cc1	?	?	-2%
COc1cccc(CN2CCCCC2c2cccnc2)c1 (centres undefined)	6%	2%	-7%
CCS(=O)(=O)Nc1cccc(C(=C2CCCCC2)c2cnc[nH]2)c1	-5%	-6%&1%	?
Cc1ccc(-c2cc(-c3ccc(C)cc3)[n+](C)o2)cc1	0%	-3%	0.46µM*
CC(C)CN1CC[C@@]2(CCCN(C(=O)c3ccncc3)C2)C1	·	-7%	14%
O=[N+]([O-])c1ccc(NCc2ccc(Cl)cc2)c2ccncc12	13%	-8%	23µM*
C=C1C(=O)[C@@]23C[C@H]4[C@@H]5[C@@]6(C)CCC[C@@]57[C@@H]2[C@@H](O)[C@@H]1C[C@H]3[C@H]7N4C6	2%	·	4.6µM*
CCOC(=O)c1c(C)n(Cc2ccco2)c2ccc(O)cc12	0%	·	-26%
Cn1c(=O)n(C)c2cc(CNCCc3ccc(F)cc3)ccc21	-1%	1%	16µM*
COc1ccc(C2SCC(=O)Nc3c2c(=O)[nH]n3C2CCCCCC2)cc1 (centres undefined)	-1%	0%	?
CC(C)=CCC12CN3CCN(CC(C3)C1=O)C2	2%	3%	2%
CCC(C)N1C(=O)NC(=O)C2(Cc3c(ccc4ccccc34)N(C)C2)C1=O (centres undefined)	?	-4%	?
CCC(C(=O)OCCOCCN(CC)CC)c1ccccc1 (centres undefined)	0%	-5%&-4%	12%&3%
CC(=NCCN1CCCCC1)c1c(O)[nH]c(=O)[nH]c1=O	-7%	-11%	-17%
CCC(=Nc1ccccc1NC(C)=O)c1c(O)n(C)c(=O)n(C)c1=O	6%	-2%	2%
O=C1NC(=O)N(c2ccccc2F)C(=O)/C1=C/c1ccc(Sc2nc3ccccc3[nH]2)o1	?	?	-25%
O=C(Nc1ccc2nc(-c3cccs3)c(-c3cccs3)nc2c1)NC1CC1	10%	-7%	?
CN1CCN(c2ccc(N)c(N3CCN(C)CC3)c2)CC1	3%	-5%	-23%
CC(C)n1c(=O)c(C=Nc2ccc(S(N)(=O)=O)cc2)c(O)n(Cc2ccco2)c1=O	-12%	0%	-27%
O=c1c2ccccc2nc(/C=C/c2ccc3c(c2)OCO3)n1-c1ccccc1	-5%	11%	?
Cn1cc(C(O)CN2CCCCC2)c2ccccc21 (centres undefined)	1%	2%	3%
C=C(C)[C@@H]1C2C(=O)O[C@H]1[C@H]1OC(=O)[C@@]34OC3C[C@]2(O)[C@@]14C (some centres undefined)	22%	-4%	?
COC(=O)[C@@H]1C[C@]2(C(=O)O)c3ccccc3N(OOSc3ccccc3)[C@@H]2N1C(=O)OC	2%	·	-8%
CCCC[N+]12CCC(CC1)C(C(O)(c1ccccc1)c1ccccc1)C2 (centres undefined)	-5%	-7%	7%
COC(=O)C1=C(N)Oc2cc(C)oc(=O)c2C12C(=O)Nc1ccccc12 (centres undefined)	1%	-6%	?
CN(C)S(=O)(=O)c1cc(NC(=O)COC(=O)Cc2ccccc2)ccc1Cl	-5%	1%	?
CCN(CC)CCN=Cc1c(O)n(C2CCCCCC2)c(=O)[nH]c1=O	-10%	-7%	-17%
FC(F)(F)c1ccc(CNCCc2c[nH]c3ccccc23)cc1	-18%	-6%	?
CN(C)c1ccc(NC(=O)CN2C(=O)CN=C(c3ccccc3)c3cc(Cl)ccc32)cc1	-2%	-7%	?
COc1ccc(-n2c(CN3CCOCC3)nc3ccccc3c2=O)c(OC)c1	-3%	-6%	?
NC(=O)CS(=O)C(c1ccccc1)c1ccccc1 (centres undefined)	·	14%&4%&3%	6%&-12%
OCC(Br)CBr (centres undefined)	12%	?	0%
CCCc1[nH]nc2c1C1(C(=O)N(Cc3ccccc3)c3ccccc31)C(C(=O)OC)=C(N)O2 (centres undefined)	-20%	0%	?
C/C(=N\NC(=O)c1ccccc1O)c1c(O)n(Cc2ccccc2)c(=O)[nH]c1=O	-1%	-3%	-18%
CNS(=O)(=O)c1ccc(-c2ccc(C=C3C(=O)NC(=O)NC3=O)o2)cc1	?	-5%	-6%
C=CCN(CC=C)C(=O)CCN1CC1C (centres undefined)	-3%	·	?
CC/C(=N\Nc1ccccc1)c1c(O)n(C)c(=O)n(C)c1=O	-8%	28%	?
Cc1ccsc1CNCCc1ccc(F)cc1	-14%	-5%	?
COc1c(C)cc(C(=O)C2CCCN(Cc3ccccn3)C2)cc1C (centres undefined)	-5%	-6%	?
C[C@@]12CCC3C(CC[C@@H]4CC(O)CC[C@@]34C)C1CCC2O (some centres undefined)	·	-1%	-1%
O=c1c([N+](=O)[O-])cn(O)cc1[N+](=O)[O-]	-1%	·	-17%
COc1cc(C(O)CN)ccc1O (centres undefined)	-3%	-9%&-4%	3%
O=C(Cc1cccc(C(F)(F)F)c1)N1CCN(CC(=O)N2CCCC2)CC1	-16%	-1%	0%
COc1ccc(N=Cc2c(O)n(Cc3cccs3)c(=O)[nH]c2=O)cc1	2%	-1%	-8%

Continuation.
SMILES	FEN1 inhibitor	KAT2A inh	TDP1 cell CPT
CN(Cc1ccccc1)Cc1ccccc1OC(=O)N(C)C	7%	1%	-1%
Cc1ccc(NP(=O)(Nc2ccc(C)cc2)Oc2ccccc2)cc1	-1%	-7%	5%
CCCOP(=O)(OCCC)C(Nc1cccc(C(F)(F)F)c1)c1ccc(C)cc1 (centres undefined)	0%	-9%	?
CN(C)CC1CSCCC1(O)c1ccccc1 (centres undefined)	0%	-3%	0%
CCc1ccccc1N1C(=O)N(Cc2ccccc2C)c2ccccc2S1(=O)=O	-19%	-10%	?
Cc1c(C=C2C(=O)N(C)C(=S)N(C)C2=O)c2ccccc2n1CC(=O)NCC1CCCO1 (centres undefined)	4%	-9%	?
Cc1ccc(-c2nc3ccccc3c(=O)n2-n2cccc2)cc1	-9%	1%	16µM*
O=C(O)c1ccc2c(c1)C1C(Cl)C(Sc3ccccc3[N+](=O)[O-])CC1C(c1cccc([N+](=O)[O-])c1)N2 (centres undefined)	?	-25%	-17%
COC(=O)C1=C(c2cccc(OCc3ccccc3)c2)C[C@@H]2CC[C@H]1N2C(=O)NCc1ccccc1C(F)(F)F	12%	-5%	21µM*
CCCCC(=O)N/N=C/c1c(O)n(CC)c(=S)[nH]c1=O	1%	0%	-3%
COc1cc(CNc2ccc3[nH]c(=O)[nH]c3c2)ccc1OCc1ccccc1C	4%	4%	?
Oc1ccc(C2NCc3ccccc3-n3cccc32)cc1Cl (centres undefined)	-15%&-5%	-7%&0%	?
COC(=O)COc1ccc(Cl)cc1Cl	·	1%	5%
CC(C)C1C(=O)N2CCC[C@H]2[C@]2(O)O[C@](NC(=O)[C@@H]3C=C4c5cccc6[nH]cc(c56)C[C@H]4N(C)C3)(C(C)C)C(=O)N12 (some centres undefined)	·	-12%	?

Screening data as filed in PubChem BioAssay.
